Screening results deposited in PubChem BioAssay by Sanford-Burnham Center for Chemical Genomics.
mIAP act: activators of mouse IAP, primary screen, biochemical, luminescence, uHTS; intestinal alkaline phosphatase [Mus musculus]; muIAP, CDP-Star luminescence, 30 min; hits give high values; 1 = vehicle-only enzyme signal, 0 = enzyme-free wells; activation factor at 10 µM; 330,000 compounds, 0.24% hits; AID 2805, 2010;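 active = activation factor of at least 2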; note: the source names both 10 and 20 µM as test concentration; values of inactives mirror those of a sister screen read the other way
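System: mouse IAP enzyme. Reagent: CDP-Star chemiluminescent phosphatase substrate. Benchmarks: DMSO wells, no-enzyme wells. Times: 30 min enzyme-substrate-compound incubation at room temperature. Detection: luminescence from enzymatic CDP-Star hydrolysis. Doses: test compounds delivered from DMSO solution.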
MPTP block: mitochondrial permeability transition pore inhibitors, primary screen, biochemical, isolated mouse mitochondria, absorbance; Ca2+ swelling absorbance, 30 min; inhibition, % at 10 µM; 360,000 compounds, 1.4% hits;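 active = inhibition of 50% or more, scaled per plate between neutral and stimulator controls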;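 note: 0% = DMSO wells given calcium and 100% = 1 mM EGTA wells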
beta cell repl: inducers of MIN6 beta-cell proliferation, primary screen, ATP luminescence, uHTS. MIN6 cells proliferation, ATPlite luminescence, 48 h; cells starved in 0.2% serum; 100% = growth in 10% serum. proliferation, % at 10 µM. 330,000 compounds, 0.29% hits. AID 2380, 2010;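 active = compounds whose signal lies at least 3.5 SD above the mean of all wells on their plate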;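 note: 0% = DMSO-treated cells in low-serum medium and 100% = 10% serum control; some compounds called inactive have numbers as strong as hits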
mIAP block: inhibitors of mouse IAP, primary screen, biochemical, luminescence, uHTS | intestinal alkaline phosphatase [Mus musculus] | purified mouse IAP, CDP-Star luminescence, 30 min | inhibition, % at 10 µM | 330,000 compounds, 0.2% hits | AID 2806, 2010;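 active = inhibition of at least 40% at 10 µM in the primary screen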;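 note: plate controls were DMSO with enzyme for no effect and no enzyme wells for full effect; values of inactives mirror those of a sister screen read the other way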
A3A deaminase: APOBEC3A ssDNA deaminase inhibitors, primary screen, selectivity assay for APOBEC3G inhibitor project, biochemical, FAM/TAMRA oligo cleavage fluorescence; DNA dC->dU-editing enzyme APOBEC-3A (Homo sapiens), P31941; inhibition, % at 20 µM; recombinant A3A, FAM/TAMRA ssDNA deamination fluorescence; 330,000 compounds, 0.41% hits; AID 493011, 2011;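 active = at least 40% inhibition at 20 µM here, with at most 30% in a related deaminase screen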;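 note: plate controls were A3A with DMSO for no effect and wells lacking A3A enzyme for full effect; some results filed as inactive read as strong as hits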
hIAP act: human IAP activators, primary screen, biochemical, luminescence, uHTS; activation factor at 10 µM; 330,000 compounds, 0.16% hits; purified human IAP, CDP-Star luminescence, 30 min; hits give high values; 1 = vehicle-only enzyme, 0 = enzyme-free background; AID 2524, 2010; Intestinal-type alkaline phosphatase (Homo sapiens), P09923;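 active = activation factor of the enzyme at least 2-fold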; note: the source names both 10 and 20 µM as test concentration; values of inactives mirror those of a sister screen read the other way
Target sequence (P09923 whole entry, looked up): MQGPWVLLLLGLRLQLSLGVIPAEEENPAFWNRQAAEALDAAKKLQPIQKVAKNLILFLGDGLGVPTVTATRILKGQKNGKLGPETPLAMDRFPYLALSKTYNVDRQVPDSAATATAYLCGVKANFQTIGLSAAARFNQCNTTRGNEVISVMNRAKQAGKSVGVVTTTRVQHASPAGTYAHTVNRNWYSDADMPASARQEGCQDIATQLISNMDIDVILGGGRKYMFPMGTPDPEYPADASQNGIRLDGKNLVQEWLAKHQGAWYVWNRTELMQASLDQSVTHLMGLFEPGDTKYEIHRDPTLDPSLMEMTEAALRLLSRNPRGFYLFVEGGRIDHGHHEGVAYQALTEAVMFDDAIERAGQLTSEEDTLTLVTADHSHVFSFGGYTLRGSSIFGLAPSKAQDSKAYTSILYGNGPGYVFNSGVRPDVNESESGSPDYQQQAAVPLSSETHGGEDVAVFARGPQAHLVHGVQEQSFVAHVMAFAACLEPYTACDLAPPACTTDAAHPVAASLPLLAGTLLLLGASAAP
APOBEC3G inh: APOBEC3G DNA deaminase inhibitors, primary screen, biochemical, fluorescence, single-stranded DNA substrate, uHTS; recombinant A3G, ssDNA deamination FAM/TAMRA fluorescence; inhibition, % at 20 µM; 330,000 compounds, 0.28% hits; AID 493012, 2011;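 active = inhibition of at least 40% at 20 µM, with no more than 30% in the related APOBEC3A deaminase screen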;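 note: plate controls were DMSO wells with A3G for no effect and wells lacking A3G enzyme for full effect; some compounds called inactive have numbers as strong as hits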
Target sequence (Q9HC16 whole entry, looked up): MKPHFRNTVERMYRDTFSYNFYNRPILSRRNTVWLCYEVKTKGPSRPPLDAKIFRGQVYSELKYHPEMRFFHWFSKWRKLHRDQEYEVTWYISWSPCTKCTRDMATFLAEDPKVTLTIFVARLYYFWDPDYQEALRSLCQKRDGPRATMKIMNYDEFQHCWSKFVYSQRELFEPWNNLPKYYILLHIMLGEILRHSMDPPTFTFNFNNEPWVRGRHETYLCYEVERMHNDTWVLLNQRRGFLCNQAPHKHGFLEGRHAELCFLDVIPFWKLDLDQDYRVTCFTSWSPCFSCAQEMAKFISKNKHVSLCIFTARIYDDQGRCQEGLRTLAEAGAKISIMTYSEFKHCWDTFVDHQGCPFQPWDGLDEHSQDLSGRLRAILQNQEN
NR3A LBD binder: binders of NR3A ligand-binding domain, primary screen, biophysical, differential scanning fluorimetry, uHTS; Tm shift relative to glycine control, % at 25 µM; AID 1259313, 2017; NR3A LBD differential scanning fluorimetry, Tm shift; 0% = protein alone, 100% = glycine-bound protein; 340,000 compounds, 2.5% hits; Glutamate receptor ionotropic, NMDA 3A (GRIN3A) ligand-binding domain;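 active = melting temperature shift of at least 10% of the positive control shift, at one fixed dose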
hIAP inh: human IAP inhibitors, primary screen, biochemical, luminescence, uHTS; purified IAP, CDP-Star luminescence, 30 min; 330,000 compounds, 0.12% hits; inhibition, % at 10 µM; Intestinal-type alkaline phosphatase (Homo sapiens), P09923;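 active = inhibition reaching a set limit with compound at 10 µM in the primary screen, cut at about 35% in these data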;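 note: plate controls were DMSO wells with enzyme for no effect and no-enzyme buffer wells for full effect; values of inactives mirror those of a sister screen read the other way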
* = called active by the depositor; / = not tested or not shown. Hits appear at their usual frequency; any-hit rate near 5%.

SMILES	mIAP act	MPTP block	beta cell repl	mIAP block	A3A deaminase	hIAP act	APOBEC3G inh	NR3A LBD binder	hIAP inh
CC(C)[C@@H]1NC(=O)N(c2ccc(Oc3ccccc3)cc2)C1=O	1.08	-1.1	-2.9	-8.5	-4.0	0.943	-6.0	8.1	5.7
O=C(Nc1ccccc1C(=O)N1CCN(Cc2ccccc2)CC1)c1ccccn1	1.03	0.0	0.2	-3.0	0.4	1.16	-4.1	-2.5	-15.5
Cc1cc(C)c2nc(/N=C(\N)NC(=O)c3ccccc3)nc(C)c2c1	0.919	7.8	-0.7	8.1	4.3	1.1	5.8	1.7	-10.3
CC(=O)N1CCN(C(=O)c2ccc(C)c(S(=O)(=O)N3CCCCC3)c2)CC1	0.992	-0.7	-5.1	0.8	-2.5	1.06	-4.5	-2.2	-6.0
CCc1nc(NCC(C)C)c(C#N)c2c1COC(C)(C)C2	1	0.6	1.8	-0.5	0.2	0.803	-4.1	-0.6	19.7
Cc1coc2c1c(C)cc1oc(=O)c(CC(=O)N[C@@H](CC(C)C)C(=O)O)c(C)c12	0.993	0.0	-1.4	0.7	1.2	0.964	2.3	4.0	3.6
O=C(Oc1ccc2ccccc2c1Cl)N1CCCCCC1	0.959	-0.9	-5.1	4.1	0.5	1.14	-4.6	1.3	-13.5
CCOC(=O)N1C(=O)[C@@](c2ccc(Cl)cc2)(C(C)C)N1C(=O)OCC	1.09	0.5	-7.8	-9.1	-1.8	0.881	-11.2	-2.1	11.9
O=C(CSC1=NNC(c2ccccn2)S1)Nc1ccccc1 (stereo unspecified)	0.787	1.1	-2.8	21.3	0.1	1.24	5.7	-3.3	-23.9
CCOC(=O)c1nc2nc(-c3cccs3)cc(C(F)(F)F)n2n1	0.918	-0.6	-1.4	8.2	-0.5	1.21	-4.6	6.3	-21.3
CN(CCOc1ccc(Br)cc1)CC(O)COc1ccc(C#N)cc1 (stereo unspecified)	0.958	-0.5	-0.3	4.2	-0.5	1.05	-5.1	-0.2	-5.0
COc1cc(CN2CCC(C(=O)NC3CCCC3)CC2)cc(Br)c1O	1.07	2.1	-2.7	-6.7	-5.5	1	-3.7	-0.2	-0.4
CN(C)c1ccc(C=C2C(=O)OC3(CCCC3)OC2=O)cc1	0.953	-0.3	3.0	4.7	0.5	0.891	-4.6	5.4	10.9
CN(C(=O)CCS(=O)(=O)c1cc2c(cc1Cl)NC(=O)CO2)C1CCCCC1	1	-0.8	0.2	0.0	3.5	1.2	7.3	1.1	-19.7
CC(C)(C)c1ccc(-n2ncc3c2CCCC3NC(=O)CN2CCCCC2=O)cc1 (stereo unspecified)	1.02	1.0	-4.3	-2.3	1.0	1.12	-1.1	-1.6	-12.3
Cc1cccc(Cn2c(SCCN3CCOCC3)nc3c2c(=O)n(C)c(=O)n3C)c1	1.03	0.6	4.1	-3.0	0.6	1.04	-6.1	-1.0	-4.0
O=C(CN1C(=O)c2cccc3cccc1c23)N1CCN(c2ccccc2)CC1	1.07	-0.1	2.9	-7.1	-2.2	0.971	-1.7	1.2	2.9
CCn1c(SCC(=O)N/N=C/c2c[nH]c3ccccc23)nnc1-c1ccc(C)cc1	1.12	0.1	2.3	-12.0	-2.0	1.2	-13.8	1.6	-19.5
N=c1sccn1CC(=O)Nc1ccccc1Sc1ccccc1	0.905	-1.7	-2.4	9.5	-3.7	1.05	-4.7	-1.5	-4.6
C=CCSc1nnc(-c2ccncc2)n1-c1ccc(OCC)cc1	1.12	-0.9	-2.6	-12.3	-0.7	0.934	3.4	-1.2	6.6
Cc1ccc(NC(=O)/C(C#N)=C/c2ccc(Sc3nc(C)cc(C)n3)o2)cc1	0.866	2.0	-1.5	13.4	0.3	0.877	-4.1	0.5	12.3
O=C(C1CCC(CNc2nc(=S)[nH]c3ccccc23)CC1)N1CCN(c2ccccn2)CC1 (stereo unspecified)	1	3.5	-5.3	0.0	-8.1	0.934	-9.8	-0.5	6.6
[O-]c1n[n+](-c2ccc(Cl)cc2Cl)cc2ccccc12	0.957	0.3	-3.9	4.3	0.3	0.835	-3.8	-0.3	16.5
OC(C#CCN1CCCCCC1)(c1ccccc1)c1cccnc1 (stereo unspecified)	0.954	0.0	2.7	4.6	-7.3	1.14	-3.8	-0.5	-13.6
O=C1OCc2cc(NC(=O)C3CCCCC3)ccc21	0.97	3.0	-2.2	3.0	-3.7	1	-11.5	0.2	0.0
CCOc1cc(Br)cc(C(c2c(C(=O)O)[nH]c3ccccc23)c2c(C(=O)O)[nH]c3ccccc23)c1O	0.889	3.3	-1.2	11.1	-0.5	1.06	-9.9	3.6	-5.6
COc1ccc(C(C(=O)NC2CCCC2)N(CCN(C)C)C(=O)c2snc(C(N)=O)c2N)cc1 (stereo unspecified)	1.03	0.3	2.0	-2.6	2.4	1	5.6	0.0	-0.4
COC(=O)c1ccc(NC(=O)COC(=O)c2cccc3c(=O)c(C)c(-c4ccccc4)oc23)cc1	0.902	5.0	0.0	9.8	-2.7	0.9	-7.6	3.2	10.0
CCC/C(=N\NC(=O)c1ccc(CSc2nncn2C)cc1)c1ccccc1	1.01	0.8	-1.1	-1.2	2.2	1.08	-2.6	-0.5	-8.5
CC(=O)OCC1O[C@@H](O[C@@H]2C[C@H]3C(C)(C)[C@H](OC(C)=O)CC[C@]3(C)[C@H]3CC[C@]45C[C@]4(CC[C@H]5[C@@H](C)C[C@@H](O)[C@H](O)C(C)(C)O)[C@@]32C)[C@H](O)[C@@H](O)[C@@H]1O (stereo partly specified)	0.926	/	-9.0	7.4	-3.6	0.953	-13.1	/	4.7
COc1ccccc1NC(=O)CCS(=O)(=O)c1ccc2c(c1)NC(=O)C(C)S2 (stereo unspecified)	0.956	0.0	-1.4	4.4	0.3	1.02	-2.9	-1.4	-2.1
C=CCN(CC=C)S(=O)(=O)c1ccc2nsnc2c1	1.05	0.1	-3.2	-4.9	-4.3	1.11	-3.6	-0.9	-10.7
Cn1cnnc1SCC(=O)Nc1ccc2c(c1)CCC2	1	0.0	-2.1	-0.2	-5.4	0.974	-6.9	2.0	2.6
CCC(=O)N1CCN=C1SCc1cccc(F)c1	0.976	-0.4	-0.1	2.4	-0.4	0.92	0.3	1.0	8.0
Cc1ccc(N2CCN(/N=C/c3ccncc3)CC2)cc1	1.02	4.3	0.1	-2.1	2.3	1.06	-14.4	0.2	-6.1
O=S(=O)(NCc1ccccc1)c1cccc(S(=O)(=O)N2CCOCC2)c1	1.09	2.5	-1.1	-9.4	1.2	1.03	2.3	-2.6	-2.9
CCOc1ccccc1NC(=O)CSc1nnc2ccc(-c3ccncc3)nn12	1.02	1.0	-1.1	-1.8	-0.4	0.986	0.7	1.5	1.4
CCSc1ncc(Cl)c(C(=O)Nc2ccccc2OC)n1	1.02	1.0	-2.0	-2.2	1.4	0.906	-6.2	2.0	9.4
CSc1ccccc1C(=O)Nc1ccccc1C(=O)N1CCCC1	0.968	-0.5	-0.1	3.2	3.9	0.889	3.9	-2.4	11.1
CCOC(=O)c1cc2sc(C)cc2n1C(C)C(=O)OCC (stereo unspecified)	0.988	0.0	-0.1	1.2	-3.1	0.895	-4.8	9.1	10.5
Cc1nnc(NC(=O)CSc2nc3ccccc3[nH]2)s1	0.866	0.0	2.7	13.4	2.9	1.07	-6.4	-0.9	-7.4
CC(C)CN1CCNC(=O)C1CC(=O)N(C)CC1CCOCC1 (stereo unspecified)	0.971	3.0	-1.1	2.9	8.4	1.05	0.7	0.8	-4.6
Cc1ccc(C(=O)N[C@H](C(=O)OCc2nnc(-c3ccccc3)o2)C(C)C)cc1	0.893	4.1	0.8	10.7	-2.4	0.987	-8.3	-0.2	1.3
CNC(=O)CSc1nnc(-c2ccco2)n1-c1ccc(C)cc1	0.949	-0.9	-1.4	5.1	-2.9	1.09	-5.9	-1.4	-8.8
O=C(CCSCc1ccc(Cl)cc1)NCc1cccnc1	1.06	0.4	-2.1	-6.1	0.0	1.02	-0.4	-0.3	-2.0
O=C(CCc1nc(-c2ccccc2F)no1)NCc1ccco1	0.891	-0.5	0.5	10.9	-4.0	0.971	-6.1	/	2.9
O=C(CCN1CCN(C(=O)c2ccco2)CC1)Nc1ccc(F)cc1	0.998	-1.6	-3.5	0.2	1.8	1.19	-0.7	-1.2	-18.8
O=C1C(=O)N(Cc2cccnc2)C(c2ccccn2)/C1=C(/O)c1ccc(F)cc1 (stereo unspecified)	0.979	-4.0	2.9	2.1	0.3	1.03	2.2	5.9	-3.3

Some of the entries so far, comma-delimited:
SMILES,mIAP act,MPTP block,beta cell repl,mIAP block,A3A deaminase,hIAP act,APOBEC3G inh,NR3A LBD binder,hIAP inh
CC(C)CN1CCNC(=O)C1CC(=O)N(C)CC1CCOCC1 (stereo unspecified),0.971,3.0,-1.1,2.9,8.4,1.05,0.7,0.8,-4.6
Cc1ccc(C(=O)N[C@H](C(=O)OCc2nnc(-c3ccccc3)o2)C(C)C)cc1,0.893,4.1,0.8,10.7,-2.4,0.987,-8.3,-0.2,1.3

(continued)
SMILES	mIAP act	MPTP block	beta cell repl	mIAP block	A3A deaminase	hIAP act	APOBEC3G inh	NR3A LBD binder	hIAP inh
CC12CCC(=O)N1C(C(=O)NCCN1C(=O)S/C(=C\c3ccccc3Cl)C1=O)CS2 (stereo unspecified)	1.01	-0.6	4.7	-1.3	-5.7	0.884	-9.9	0.1	11.6
COc1ccc(-n2c(N)c(C(=O)NCc3ccco3)c3nc4ccccc4nc32)cc1	0.86	-1.0	-2.1	14.0	-2.5	1.05	-4.6	-6.3	-5.0
COc1ccc(COC(=O)NC(C(=O)O)c2ccccc2)cc1 (stereo unspecified)	1.12	0.1	-0.1	-11.6	0.0	1.3	4.3	-0.1	-30.4
COc1ccc(CN(C)CC(=O)Nc2cccc(S(=O)(=O)N(C)c3ccccc3)c2)c(OC)c1	0.929	1.1	-6.0	7.1	-4.4	1.06	-0.6	1.9	-5.8
Cc1cc(F)ccc1NC(=O)C1CCN(C(=O)Nc2ccccc2)CC1	0.976	0.3	-2.1	2.4	2.1	1.07	-6.7	1.6	-7.5
O=C(N/N=C/c1ccc[nH]1)c1cc2ccccc2cc1O	0.711	-0.3	-2.9	28.9	-3.3	1.11	-6.0	11.2*	-10.6
Cc1cccc(C)c1NC(=S)NC(C)(C)CO	1.04	2.6	2.5	-3.7	2.5	0.865	-2.9	0.9	13.5
O=C(NCc1ccco1)c1ccccc1NS(=O)(=O)c1ccc(Cl)s1	0.962	90.5*	2.5	3.8	0.4	0.953	-1.1	-2.9	4.7
S=c1[nH]nc(-c2ccccc2Cl)n1Cc1ccccc1	0.941	0.8	6.7	5.9	-3.1	1.07	22.4	-1.3	-7.0
